High-throughput results as filed in PubChem BioAssay.
NadD block: blocks S. aureus nicotinate mononucleotide adenylyltransferase | purified NadD enzyme, colorimetric absorbance read-out | inhibition, % at 20 µM | hit rate 0.78% among 360,000 | AID 602399; in the data active = inhibition above about 26%; also: some compounds past the cut are filed as inactive
STEP inh: blocks human striatal-enriched tyrosine phosphatase; recombinant STEP, OMFP fluorogenic substrate, fluorescence; hit rate 0.25% among 360,000; inhibition, % at 20 µM; P54829;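 active = inhibition at 20 µM, scaled per plate between control wells, above about 37%, limit read from the data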;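 also: 0% = DMSO with enzyme and substrate and 100% = substrate only without enzyme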
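Assay system: isolated STEP enzyme / Timing: 20 min at room temperature, dark / Doses: 20 µM, 1% DMSO / Technique: fluorescence intensity, excitation 480 nm, emission 540 nm / Reagent: fluorogenic phosphatase substrate OMFP at 25 µM final / Measure: percent inhibition scaled to no-enzyme and uninhibited-enzyme controls, plate-pattern corrected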
Tb MetRS inh: blocks T. brucei methionyl-tRNA synthetase activity; purified T. brucei MetRS, ATP depletion, Kinase-Glo luminescence; inhibition, % at 11.9 µM; hit rate 0.4% among 360,000; AID 624268;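 active = inhibition above a per-plate cutoff of the control wells' mean inhibition plus 3 SD, cut at about 5.5% in these data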;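 also: 0% = DMSO wells median and 100% = median of wells with control inhibitor compound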
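Dosing: 11.9 µM single point; system: parasite MetRS enzyme; technique: luminescence of leftover ATP; times: 15 min enzyme-compound preincubation, 2 h reaction, 10 min detection, 25 °C; replicates: each compound tested once; read-out basis: percent inhibition relative to median high and low control wells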
SUMO1 PPI mod: SUMO1-SIM interaction modulation; P63165; SUMO1 binding to a labelled peptide, TR-FRET, 1 h; inhibition, % at 20 µM; hit rate 0.33% among 360,000; AID 602429; in the data active = inhibition above about 37%
Target sequence (P63165 whole entry, looked up): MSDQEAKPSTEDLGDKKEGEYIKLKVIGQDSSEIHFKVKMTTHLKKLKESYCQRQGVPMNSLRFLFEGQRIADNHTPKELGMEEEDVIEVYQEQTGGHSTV
LMPTP block: blocks human LMPTP phosphatase; inhibition, % at 20 µM; hit rate 0.22% among 360,000; recombinant LMPTP-A, OMFP fluorogenic substrate, fluorescence intensity; P24666; AID 651560;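 active = compounds that cut the enzyme signal by at least half of the control window in the single-dose screen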;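 also: plate controls were DMSO wells with enzyme plus substrate for no effect and substrate without enzyme for full effect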
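Test system – LMPTP-A phosphatase enzyme · Quantity – 0.625 nM LMPTP-A final · Reagent – OMFP substrate, 400 µM final · Dosing – one test concentration per compound, 20 µM, with 3% DMSO overall · Timing – 50 min enzyme reaction at room temperature, protected from light · Detection – fluorescence intensity · Controls – substrate-only low control, DMSO enzyme-plus-substrate high control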
Neddylation inh: cullin neddylation inhibition. calls only at 25 µM. P61081+Q13564. hit rate 0.58% among 360,000. TR-FRET cullin neddylation, biochemical; in the data active = inhibition above about 36%
Target sequence (P61081 whole entry, looked up): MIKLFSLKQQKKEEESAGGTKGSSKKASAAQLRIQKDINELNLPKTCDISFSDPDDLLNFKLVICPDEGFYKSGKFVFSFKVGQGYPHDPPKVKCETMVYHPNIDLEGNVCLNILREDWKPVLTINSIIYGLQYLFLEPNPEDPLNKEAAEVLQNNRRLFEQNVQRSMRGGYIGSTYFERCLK
Target sequence (Q13564 whole entry, looked up): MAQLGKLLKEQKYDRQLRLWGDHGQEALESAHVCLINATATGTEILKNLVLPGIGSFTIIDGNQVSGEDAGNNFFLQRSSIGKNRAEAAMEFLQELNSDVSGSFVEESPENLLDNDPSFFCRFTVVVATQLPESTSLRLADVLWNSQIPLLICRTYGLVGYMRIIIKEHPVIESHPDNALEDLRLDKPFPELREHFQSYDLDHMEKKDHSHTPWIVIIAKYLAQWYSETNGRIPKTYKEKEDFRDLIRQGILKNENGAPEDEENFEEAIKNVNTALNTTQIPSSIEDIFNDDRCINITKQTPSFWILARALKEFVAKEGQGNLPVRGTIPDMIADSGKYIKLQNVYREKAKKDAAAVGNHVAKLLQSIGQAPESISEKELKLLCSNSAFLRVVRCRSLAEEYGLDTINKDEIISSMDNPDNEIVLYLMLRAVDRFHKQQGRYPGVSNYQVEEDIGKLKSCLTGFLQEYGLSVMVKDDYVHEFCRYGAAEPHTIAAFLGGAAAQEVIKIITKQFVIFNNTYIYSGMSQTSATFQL
SKN-1 inh: blocks SKN-1 activity in C. elegans; C. elegans VP596 Pgst-4::GFP/RFP ratio, acrylamide-induced, 24 h; inhibition, % at 21.8 µM; hit rate 0.49% among 360,000; AID 624304;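 active = interference check ratio from 0.5 to 1.5 plus GFP to RFP signal ratio inhibition reaching or exceeding a fixed threshold, cut at about 30% in these data, passing the limit was not always enough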; also: some compounds called inactive have numbers as strong as hits
DNMT1 inh: blocks human DNA methyltransferase DNMT1; DNMT1 molecular beacon, Hinp1I cleavage, fluorescence; inhibition (reported as % activation of signal), % at 10 µM; hit rate 0.83% among 360,000; in the data active = inhibition above about 50%
Scp-1 inhibitor: Scp-1 (human) phosphatase inhibition | Q9GZU7 | Recombinant Scp1, phosphopeptide, malachite green phosphate absorbance | inhibition, % at 20 µM | hit rate 0.88% among 340,000;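 active = inhibition above about 50% at 20 µM, limit read from the data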;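 also: plate controls were DMSO wells with enzyme for no effect and wells lacking enzyme for full effect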
Target sequence (Q9GZU7 76-261 limits assumed): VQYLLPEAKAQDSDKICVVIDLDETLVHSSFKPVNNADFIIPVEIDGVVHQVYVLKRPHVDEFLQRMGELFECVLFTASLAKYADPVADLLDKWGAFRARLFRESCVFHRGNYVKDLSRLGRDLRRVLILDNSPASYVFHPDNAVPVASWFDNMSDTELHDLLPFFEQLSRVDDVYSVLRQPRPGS
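System: truncated SCP-1 phosphatase (76-261aa); medium: Tris acetate buffer pH 5.5 with MgCl2 and Tween-20; incubation: 45 min room-temperature reaction, 5 min colour, 30 min stabiliser; compound: single 20 µM dose, 1% DMSO; reagent: Phosphorylated 17-residue peptide substrate; read-out: % inhibition at 20 µM; technique: colorimetric free-phosphate detection, absorbance 630 nm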
NRP1-CendR mod: NRP-1/CendR interaction modulation; O14786; FAM-RPARPAR peptide binding to NRP-1, fluorescence polarization; inhibition, % at 25 µM; hit rate 0.85% among 360,000;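 active = inhibition or corrected inhibition above about 18%, plus a signal ratio from 0.5 to 1.5, limit read from the data, passing the limit was not always enough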; also: strong numbers were not always called active
The depositor's hits bear a star; i = inactive; / = not tested or not shown.

NadD block	STEP inh	Tb MetRS inh	SUMO1 PPI mod	LMPTP block	Neddylation inh	SKN-1 inh	compound	DNMT1 inh	Scp-1 inhibitor	NRP1-CendR mod
2	-1	0.3	-35	-0.6	i	1	CC(NC(=O)COC(=O)c1cc([N+](=O)[O-])ccc1N1CCOCC1)c1ccccc1 (stereo not drawn)	2	-7	3
4	1	0.2	-4	-2.6	i	2	Cc1cc(NC(=O)CN2C(=O)c3ccccc3C2=O)no1	1	-14	9
7	0	-0.8	4	-2.0	i	0	Cc1ccc(OC(C)C(=O)Nc2ccc3c(c2)n(C)c(=O)n3C)c(C)c1 (stereo not drawn)	2	23	-2
-7	-1	-0.6	1	-0.7	i	2	O=C(c1cccc2ccccc12)N1CCN(Cc2ccccc2F)CC1	0	-5	10
9	-2	-0.9	-3	0.5	i	-12	O=C(NCc1ccccc1)NC12CC3CC(CC(C3)C1)C2	0	-3	1
-6	2	-0.3	1	-0.4	i	-16	CCCNC(=O)c1onc(CSc2ccc(F)cc2)c1C(=O)NCC1CC1	-2	-2	8
8	0	0.0	1	-0.3	i	8	O=C(O)CC/C(=N\NC(=O)c1ccccc1Br)c1ccccc1	2	0	-6
-7	-2	-0.4	2	-1.4	i	1	CC(C)C(NC(=O)c1ccc(Cl)cc1Cl)C(=O)NCCc1ccccn1 (stereo not drawn)	1	1	-5

(further entries)
NadD block	STEP inh	Tb MetRS inh	SUMO1 PPI mod	LMPTP block	Neddylation inh	SKN-1 inh	compound	DNMT1 inh	Scp-1 inhibitor	NRP1-CendR mod
17	-1	-0.7	-5	-5.8	/	-5	CC[C@]12c3[nH]c4cc(-c5ccco5)ccc4c3CCN1C(=O)[C@@H](CC(=O)NCCCn1ccnc1)C[C@@H]2C(=O)N1CCN(C(=O)C2CC2)CC1	1	-4	-6
5	-2	-0.6	3	2.5	i	2	O=C(OCc1cn([C@H]2CN(C(=O)c3cccs3)[C@@H](c3ccc(Cl)cc3)C[C@@H]2O)nn1)c1ccccc1	-1	/	-8
-5	-2	-0.3	0	1.0	i	4	C=CC[C@@H](CC(=O)N(CCO)Cc1ccccc1)C(=O)N[C@@H](C)COC(=O)[C@@H](CC=C)CC(=O)OC(C)(C)C	0	-5	-5
-4	6	-0.2	0	0.0	i	-8	CSc1cccc(N2CC(C(=O)NCCC3=CCCCC3)CC2=O)c1 (stereo not drawn)	-3	0	-3
-3	-2	-0.7	-1	-1.9	i	3	O=C(COc1cc(Cl)c(Cl)cc1Cl)NCCc1ccccn1	-1	-5	-3
-4	1	2.3	2	0.8	i	-12	Cc1cc(Cl)ccc1OC(C)c1nnc(N)s1 (stereo not drawn)	-2	12	13
-1	-2	-0.5	-1	-2.7	i	-9	O=C(NNC(=O)c1ccccc1C(=O)O)c1cc2ccccc2o1	3	3	16
5	0	-0.4	2	2.8	/	-1	COc1ccc(C2CC(c3ccccc3F)=NN2c2ccc(S(N)(=O)=O)cc2)cc1 (stereo not drawn)	-2	4	-3

Other entries.
NadD block	STEP inh	Tb MetRS inh	SUMO1 PPI mod	LMPTP block	Neddylation inh	SKN-1 inh	compound	DNMT1 inh	Scp-1 inhibitor	NRP1-CendR mod
-10	0	-0.5	1	0.1	i	5	CS(=O)(=O)Nc1ccc(C(=O)NCCSCc2ccccc2)cc1	8	-9	6
1	0	0.1	2	-0.8	i	6	Cc1cccc(C(C)C)c1NS(=O)(=O)c1cn(C)nc1C	0	-4	-2
-6	-1	-0.6	-1	-0.4	i	0	O=C(OCc1nnc(-c2ccccc2)o1)c1cc(F)c(F)cc1Cl	-2	-14	8
-4	-1	-0.1	-1	-1.0	i	26	COc1ccc(C2=NOC(C(=O)NCc3cccs3)C2)cc1 (stereo not drawn)	-3	-15	3
3	3	-0.4	-2	-1.5	i	10	COCCCN1CCc2[nH]c(=S)[nH]c(=O)c2C1	5	-4	11
-13	4	-0.1	1	2.8	i	-1	CC(C)Nc1nc2c(c(=O)n(C)c(=O)n2C)n1C	6	9	-4
-2	2	-0.7	-26	-0.4	i	7	COc1ccc(NC(=O)CCS(=O)(=O)c2cccc3nonc23)c(OC)c1	-1	8	1
6	2	-0.7	-1	-0.3	i	15	O=C(Cn1nnc(-c2cccs2)n1)N1CCc2ccccc2C1	1	-13	-10

Remaining list, next part
NadD block	STEP inh	Tb MetRS inh	SUMO1 PPI mod	LMPTP block	Neddylation inh	SKN-1 inh	compound	DNMT1 inh	Scp-1 inhibitor	NRP1-CendR mod
11	1	-0.2	-2	-2.6	i	7	CN(CC(=O)Nc1ccc(F)cc1)C(=O)c1ccc(N2C(=O)CCC2=O)cc1	2	-5	9
-5	-1	-1.0	-2	0.5	/	8	CCC(CC)C(=O)Nc1cccc(-c2nc3ccccc3o2)c1	-5	-6	-4
-4	0	0.2	0	2.8	i	-12	COc1ccc(-n2c(O)c(C=Nc3ccccc3)c3ccccc3c2=O)cc1OC	3	-19	-13
2	0	0.7	3	-0.8	i	0	CC(=O)N1CCC(N(C(=O)Nc2c(F)cccc2F)C(C)C)CC1	1	-3	-15
1	-3	0.3	9	-0.6	i	-6	Cc1cc(C)cc(C(=O)NCC(=O)OCC(=O)c2c(N)n(C)c(=O)n(C)c2=O)c1	2	-5	-3
-9	2	0.3	-19	0.2	i	-9	O=C(Nc1ccc(Cl)cc1)c1ccc2nsnc2c1	-3	-3	-7
22	2	-1.1	4	2.5	i	-4	C[C@@H]1CCCCO[C@H](CN(C)Cc2ccc(Cl)c(Cl)c2)[C@H](C)CN([C@@H](C)CO)C(=O)c2cc(NC(=O)Nc3ccc(F)cc3)ccc2O1	-27	/	-4
5	7	-0.2	-119	-9.4	i	10	O=C(NCCCN1CCCC1=O)C1CCN(S(=O)(=O)c2cccc(C(F)(F)F)c2)CC1	-14	1	1

More results.
NadD block	STEP inh	Tb MetRS inh	SUMO1 PPI mod	LMPTP block	Neddylation inh	SKN-1 inh	compound	DNMT1 inh	Scp-1 inhibitor	NRP1-CendR mod
4	-1	-0.6	5	0.2	i	-2	O=C(Nc1cc(Cl)ccc1N1CCOCC1)c1ccc(=O)[nH]c1	8	11	-4
4	-1	-0.3	1	-1.5	i	-9	CCC(C)C(=O)Nc1nc2c(s1)C(=O)CC(C)(C)C2 (stereo not drawn)	2	-13	-2
/	/	0.1	-2	-0.9	i	8	CC(C)CN1C(=O)CN(S(C)(=O)=O)CC1(C)C(=O)NC(C)C (stereo not drawn)	/	/	4
4	-2	-0.2	1	-0.2	i	-7	CSc1ccc(CN2CCC(C)(Oc3ccccc3)C2)cc1 (stereo not drawn)	2	/	1
13	1	0.1	1	2.4	i	10	Cc1ccc(S(=O)(=O)Nc2ccc3c(c2)C(=O)N([C@H](C)CO)C[C@H](C)[C@@H](CN(C)Cc2ccc(-c4ccccc4)cc2)O3)cc1	-30	4	0
-6	1	-0.4	0	1.5	i	0	COc1ccc(OC(C)C(=O)N2CC(C)OC(C)C2)cc1 (stereo not drawn)	1	-1	8
4	-5	0.5	2	0.3	i	17	CC(C)(C)CN1CCNC(=O)C1CC(=O)N1CCC(C(=O)N2CCOCC2)CC1 (stereo not drawn)	-10	1	0
0	-1	0.0	-11	-2.1	/	16	Cc1cc(Cl)n2c(nc3cc(F)c(F)cc32)c1C#N	37	4	-17

Sorted by value in LMPTP block (largest number first): 3 of the compounds above
NadD block	STEP inh	Tb MetRS inh	SUMO1 PPI mod	LMPTP block	Neddylation inh	SKN-1 inh	compound	DNMT1 inh	Scp-1 inhibitor	NRP1-CendR mod
4	-5	0.5	2	0.3	i	17	CC(C)(C)CN1CCNC(=O)C1CC(=O)N1CCC(C(=O)N2CCOCC2)CC1 (stereo not drawn)	-10	1	0
/	/	0.1	-2	-0.9	i	8	CC(C)CN1C(=O)CN(S(C)(=O)=O)CC1(C)C(=O)NC(C)C (stereo not drawn)	/	/	4
0	-1	0.0	-11	-2.1	/	16	Cc1cc(Cl)n2c(nc3cc(F)c(F)cc32)c1C#N	37	4	-17

Continued.
NadD block	STEP inh	Tb MetRS inh	SUMO1 PPI mod	LMPTP block	Neddylation inh	SKN-1 inh	compound	DNMT1 inh	Scp-1 inhibitor	NRP1-CendR mod
-4	0	0.1	-9	0.5	i	14	COC(=O)c1ccc(-c2csc(NC(=O)c3c(C)noc3C)n2)cc1	1	-9	-8
-1	-2	-1.1	-2	-1.4	i	-8	COc1ccc(-c2cc(C(=O)Nc3cc(C)nn3-c3ccccc3)no2)cc1	8	1	-13
-3	-4	-0.1	-18	-0.4	i	10	O=[N+]([O-])c1ccc(C[n+]2cccc(O)c2)cc1	5	-2	15
-7	4	-0.7	9	-0.1	i	-2	CCOc1cc(C(=O)Nc2nnc(C)s2)cc(OCC)c1OCC	7	6	-1
-3	2	-0.5	4	-0.3	i	-10	COCCNC(=O)C1(C)Cc2c(-c3cccc(NC(C)=O)c3)ccnc2O1 (stereo not drawn)	5	/	-7
-4	5	-0.3	-20	0.7	i	-3	COCCn1cnc2c(c1=O)c1nc3ccccc3nc1n2/N=C/c1ccco1	4	3	9
1	2	0.2	0	-1.4	i	9	C=CCn1c(-c2cnn(-c3ccccc3)c2N)n[nH]c1=S	-1	-7	2
1	-3	-0.2	-38	0.0	i	1	C=CCn1c(O)c2ccc(C(=O)N=NC(=O)COc3ccccc3F)cc2c1O	1	3	-6

(continued)
NadD block	STEP inh	Tb MetRS inh	SUMO1 PPI mod	LMPTP block	Neddylation inh	SKN-1 inh	compound	DNMT1 inh	Scp-1 inhibitor	NRP1-CendR mod
3	-4	-1.8	5	-0.5	i	-10	CCCc1cc(=O)oc2cc(OCC(=O)N3CCC(C(N)=O)CC3)ccc12	0	1	8
-6	3	-0.4	-7	0.0	i	5	CCN1C(=O)[C@H]2[C@@H](c3ccc(C)cc3)N3C(=O)N(c4ccc(OC)cc4)C(=O)[C@@]3(CC)[C@H]2C1=O	0	-2	-3
/	/	-0.3	1	-1.7	i	-5	CC1(C(=O)Nc2ccc3c(c2)OCCO3)CN(S(C)(=O)=O)CC(=O)N1CCCN1CCOCC1 (stereo not drawn)	/	/	1
3	-2	-0.5	-3	0.6	i	11	O=C(CCNc1cccc(C(F)(F)F)c1)c1ccco1	-1	-6	14
-2	1	-0.4	2	1.3	i	1	COc1ccc(-n2nnnc2-c2cnc(N3CCCC3)nc2C(F)(F)F)cc1	-1	0	-1
